# Screens: PubChem BioAssay, National Center for Advancing Translational Sciences (NCATS)
# RGS4 inh = inhibitors of human regulator of G protein signaling 4 | Transcreener GDP fluorescence polarization, RGS4-accelerated GTP hydrolysis | Potency, µM (highest dose often 114 µM), inactives show top-dose activity change, negative = inhibition, actives largely listed as inhibitors | 390,000 tested, 0.039% active | AID 504845; note: % is set by controls: 0 for no effect and ±100 for the full control effect; nearly all actives have a fitted effect of over 75% in size; some results filed as inactive show a strong effect at the top dose
# Target sequence (P49798 whole entry, looked up): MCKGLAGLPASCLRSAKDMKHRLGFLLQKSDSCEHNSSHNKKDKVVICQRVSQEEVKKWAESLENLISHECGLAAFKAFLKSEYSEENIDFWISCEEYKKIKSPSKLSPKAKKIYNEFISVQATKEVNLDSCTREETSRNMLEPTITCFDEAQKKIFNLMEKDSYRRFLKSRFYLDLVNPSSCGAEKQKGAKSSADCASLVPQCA
#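 MLSMR compounds (23 nl, pin-transferred) preincubated 10 min at room temperature with a 500nM (2x) first reagent, then RGS4 at 900nM (2x) plus Transcreener GDP mix added; fluorescence polarization (620/688 nm) read before and after 90 min at 30 °C.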
# GLS inhibitor = inhibitors of human glutaminase (GLS); O94925; GLS enzymatic activity, qHTS titration; Potency, µM (top dose mostly 45.5 µM), for the others: at the highest dose activity change, negative = inhibition, actives largely listed as inhibitors; 410,000 tested, 0.21% active; AID 624170; note: % is set by controls: 0 for no effect and ±100 for the full control effect
#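 Two-point fluorescence kinetic (t0, 30 min RT) for hKGA; glutamate detected via glutamate oxidase–HRP–Amplex Red. Substrate: 1 mM L-glutamine solution; buffer 45 mM KH2PO4, pH 8.2.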
# rTrxR1 inhibitor = inhibitors of rat thioredoxin reductase 1; O89049; recombinant rTrxR1, NADPH fluorescence consumption, selenite substrate; Potency, µM (highest dose often 114 µM), inactives show at the highest dose activity change, negative = inhibition, actives largely listed as inhibitors; 390,000 tested, 1% active; note: % is set by controls: 0 for no effect and ±100 for the full control effect; nearly all actives have a fitted effect of over 65% in size
#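 Rat TrxR1 (90 nM in the dispensed reagent) was pre-reduced with 400 uM NADPH for 5 min at room temperature, then incubated with compound for 15 min. After 400 uM selenite was added, NADPH fluorescence (Ex 340/Em 450 nm) was followed for 8 min.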
# Pin1 inhibitor = blocks the human prolyl isomerase Pin1. Q13526. Pin1 FP peptide displacement, HiFluor488, 10 min. Potency, µM (doses to about 115 µM), inactives show top-dose activity, negative = inhibition, hits mostly inhibitors. 390,000 tested, 0.009% active. AID 504891; active = well fitted inhibition curve with a large enough effect in the polarisation, with a control signal flat, not every such curve was filed as active; inconclusive = small, poorly fitted or top-dose-only effect, or effect the other way, or a change in a side signal; inactive = no such curve, though single readings can be large or run the other way; the % refers to the polarisation; note: % is set by controls: 0 for no effect and ±100 for the full control effect
# Target sequence (Q13526 whole entry, looked up): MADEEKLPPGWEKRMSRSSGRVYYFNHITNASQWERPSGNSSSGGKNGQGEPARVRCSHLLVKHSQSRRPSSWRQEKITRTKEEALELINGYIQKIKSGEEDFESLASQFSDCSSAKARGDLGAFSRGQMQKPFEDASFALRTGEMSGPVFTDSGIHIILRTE
# JMJD2A Tudor = JMJD2A Tudor domain (human) inhibition. Potency, µM (titrated, usually from 114 µM), inactives show at the highest dose activity change, negative = inhibition, hits mostly inhibitors. 390,000 tested, 4.4% active. AlphaScreen JMJD2A-Tudor / H3K4me3 peptide binding. O75164. AID 504339; note: % is set by controls: 0 for no effect and ±100 for the full control effect; nearly all actives have a fitted effect of over 50% in size
# ERG Ets-DNA blk = ERG Ets/DNA interaction inhibition. Potency, µM (highest dose often 76.9 µM), for inactives: at the highest dose FP activity, negative = inhibition, most hits filed as inhibitors. fluorescence polarization, His-ERG Ets domain / labelled DNA. AID 624246. 370,000 tested, 0.028% active. P11308; active = well fitted inhibition curve with a large enough effect in the polarisation, with a control signal flat; inconclusive = small, poorly fitted or top-dose-only effect, or effect the other way, or a change in a side signal; inactive = no such curve, though single readings can be large or run the other way; the % refers to the polarisation;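 note: polarization taken with two DNA probes labelled with fluorescein and Texas red; % of control where 0% means no effect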
# Target sequence (P11308 whole entry, looked up, the tested form may be a part): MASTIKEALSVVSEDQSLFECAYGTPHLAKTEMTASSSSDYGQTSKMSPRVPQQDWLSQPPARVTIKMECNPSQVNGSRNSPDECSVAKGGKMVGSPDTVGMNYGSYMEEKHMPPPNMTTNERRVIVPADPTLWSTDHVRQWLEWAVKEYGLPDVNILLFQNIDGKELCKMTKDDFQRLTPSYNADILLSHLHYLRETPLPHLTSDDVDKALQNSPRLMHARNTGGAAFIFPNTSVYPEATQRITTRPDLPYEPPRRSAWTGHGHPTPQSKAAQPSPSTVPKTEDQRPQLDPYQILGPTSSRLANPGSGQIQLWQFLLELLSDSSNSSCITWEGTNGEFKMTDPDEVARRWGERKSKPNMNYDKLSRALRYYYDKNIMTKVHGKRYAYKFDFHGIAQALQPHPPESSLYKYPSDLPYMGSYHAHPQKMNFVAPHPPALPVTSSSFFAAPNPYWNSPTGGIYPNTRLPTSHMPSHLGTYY
#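 His-tagged ERG Ets domain (1 uM in the protein solution; 300mM KCl, 50mM Tris-HCl, 1mM EDTA, 1mM DTT, pH 7.5) received compound, then a probe mix of 5 nM fluorescein-DNA and 100nM Texas-615-DNA. Fluorescence polarization was read for both dyes.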
# ALOX12 inh = blocks human arachidonate 12S-lipoxygenase | P18054 | purified 12hLO, xylenol orange hydroperoxide absorbance | Potency, µM (highest dose often 108 µM), for inactives: top-dose activity change, negative = inhibition, usual class: inhibitors | 580,000 tested, 1.1% active; note: % is set by controls: 0 for no effect and ±100 for the full control effect
#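 Purified human 12hLO at 150 nM in 25 mM Hepes, 0.01% Triton X-100, pH 7.0, preincubated 15 min at room temperature with compound. Reaction started with 40 uM arachidonic acid, 30 min at room temperature. Hydroperoxide measured by Fe-xylenol orange, 573/405 nm absorbance ratio.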
# PGK inhibitor = inhibitors of T. brucei phosphoglycerate kinase; Potency, µM (titrated, usually from 57.5 µM), without a hit: at the top dose activity change, negative = inhibition, usual class: inhibitors; P07378; PGK/GAPDH coupled, Kinase-Glo luminescence, 60 min; 380,000 tested, 0.043% active; AID 602233; note: % is set by controls: 0 for no effect and ±100 for the full control effect; nearly all actives have a fitted effect of over 60% in size
#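 Recombinant glycosomal PGK reaction used 1,3-bisphosphoglycerate generated in-well by GAPDH (100nM final) in 100mM TEA pH 7.6, 5mM MgCl2, 0.01% Tween-20. After 60 minutes at room temperature, ATP was read by Kinase-Glo Plus luminescence end-point.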
# HP1b chromo inh = HP1-beta chromodomain-methylated histone interaction inhibition; P83916; 390,000 tested, 0.56% active; AlphaScreen HP1-beta / biotin-H3K9me3 peptide binding; Potency, µM (top dose mostly 114 µM), for inactives: at the highest dose activity change, negative = inhibition, hits mostly inhibitors; note: nearly all actives have a fitted effect of over 70% in size; inactives centre near 23
# Target sequence (P83916 whole entry, looked up): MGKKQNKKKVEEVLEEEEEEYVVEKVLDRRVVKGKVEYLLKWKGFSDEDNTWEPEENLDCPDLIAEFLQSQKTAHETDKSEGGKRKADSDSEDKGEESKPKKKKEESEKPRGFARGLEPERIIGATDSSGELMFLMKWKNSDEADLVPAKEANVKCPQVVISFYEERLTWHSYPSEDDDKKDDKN
#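 HP1-beta protein (50 nM final) preincubated 30 min at room temperature with biotinylated H3(1-18)K9me3 peptide (50 nM) in PBS pH 7.4, 0.01% Tween-20, then compound added for 30 min. AlphaScreen streptavidin donor/nickel chelate acceptor beads (10 ug/mL final), 30 min dark, luminescence read.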
# An asterisk follows results filed as active; i = inactive; u = inconclusive; x = no result given; & = joins results of further samples; [ ] = dose if it differs, or a comment. Unless noted, calls come from the whole dose curve; as a rule, active = well fitted curve in the direction sought with a large enough effect; inconclusive = small, poorly fitted or top-dose-only effect, or another doubt; inactive = no such curve, though single readings can be large; an effect the other way counts as inactive or inconclusive. Potency is the fitted concentration of half-maximal effect.
no.	mol	ERG Ets-DNA blk	Pin1 inhibitor	PGK inhibitor	rTrxR1 inhibitor	JMJD2A Tudor
1	CCN(CC)S(=O)(=O)c1cc(NC(=O)C(C)N2CCN(Cc3ccc4c(c3)OCO4)CC2)ccc1C (stereo unspecified)	7%	12%	-7%	8%	-32%
2	CN1CCN(/C=C2\SC(=S)NC2=O)CC1	3%	0%	-10%	u	-6%
3	Cc1ccc(N=Nc2c(C)[nH]n(-c3ccccc3)c2=O)cc1Br	3%	2%	-2%	2%	u
4	Cc1n[nH]c(=S)n(/N=C/c2cccs2)c1=O	-3%	-7%	-10%	14%[57.1 µM]	25µM*
5	CC1CC(C)(C)NC(=S)N1CC(=O)N1CCN(Cc2ccc3c(c2)OCO3)CC1 (stereo unspecified)	-3%	-1%	4%	-7%[57.1 µM]	-26%
6	CCCC(=O)Nc1ccc(C(=O)NCC(=O)OCC)cc1	-10%	-2%	-8%	4%[57.1 µM]	4%
7	Oc1ccccc1CN1CCC(C(O)(c2ccccc2)c2ccccc2)CC1	4%	-3%	-5%	10%	u
8	CCCC(C(=O)NCc1ccco1)N(CC1CCCO1)C(=O)CNS(=O)(=O)c1ccc(F)cc1 (stereo unspecified)	7%	4%	-2%	-7%[57.1 µM]	-24%
9	CC(=O)c1sc(NC(=O)c2ccc(C)cc2)nc1C	-1%	1%	1%	12%	5%
10	COc1cc(/C=C/c2noc(-c3ccccc3O)n2)ccc1OC(C)=O	1%	0%	5%	7%	-9%
11	O=S(=O)(Nc1nc2n(n1)C(c1ccc(F)cc1)C=C(c1ccccc1)N2)c1ccccc1 (stereo unspecified)	1%	-2%	0%	3%	-5%
12	NC(=O)c1cccnc1Oc1ccccc1	6%	1%	0%	7%[57.1 µM]	7%

no.	ALOX12 inh	RGS4 inh	GLS inhibitor	HP1b chromo inh
1	-11%	-11%	-1%	-3%
2	-20%	-2%	-2%	42%[activator]
3	4%	11%	1%	-2%
4	u	-23%	0%	22%
5	-4%	-4%	7%	9%
6	-16%	-27%	11%	24%
7	-27%	1%	13%	u
8	-9%	11%	5%	-21%
9	0%	-6%	-2%	21%
10	-3%	-2%	4%	33%
11	4%	-3%	-21%	40%
12	366%[activator]	-25%	-9%	26%

# Full records from above. Screens in order: ERG Ets-DNA blk | Pin1 inhibitor | PGK inhibitor | rTrxR1 inhibitor | JMJD2A Tudor | ALOX12 inh | RGS4 inh | GLS inhibitor | HP1b chromo inh
# Oc1ccccc1CN1CCC(C(O)(c2ccccc2)c2ccccc2)CC1 across the screens: 4% | -3% | -5% | 10% | u | -27% | 1% | 13% | u
# CN1CCN(/C=C2\SC(=S)NC2=O)CC1 across the screens: 3% | 0% | -10% | u | -6% | -20% | -2% | -2% | 42%[activator]
# NC(=O)c1cccnc1Oc1ccccc1 across the screens: 6% | 1% | 0% | 7%[57.1 µM] | 7% | 366%[activator] | -25% | -9% | 26%
# O=S(=O)(Nc1nc2n(n1)C(c1ccc(F)cc1)C=C(c1ccccc1)N2)c1ccccc1 (stereo unspecified) across the screens: 1% | -2% | 0% | 3% | -5% | 4% | -3% | -21% | 40%
# CC(=O)c1sc(NC(=O)c2ccc(C)cc2)nc1C across the screens: -1% | 1% | 1% | 12% | 5% | 0% | -6% | -2% | 21%

# Following part:
no.	mol	ERG Ets-DNA blk	Pin1 inhibitor	PGK inhibitor	rTrxR1 inhibitor	JMJD2A Tudor
13	O=C(OC1CCOC1=O)c1ccccc1C(=O)c1ccc(Cl)c([N+](=O)[O-])c1 (stereo unspecified)	8%	u	-2%	u	-22%
14	COc1ccc(CNCCS(=O)(=O)NC2CCCC2)cc1	14%	-1%	-3%	u	-14%
15	COc1ccc(C2C(=O)N(C3CCCCC3)CC(=O)N2C2CCCC2)cc1 (stereo unspecified)	0%	4%	-6%	11%	-9%
16	CCOC(=O)c1c(C)[nH]c(C(=O)OCC(=O)NCc2ccccc2)c1C	-2%	18%	3%	5%	-15%
17	CCOc1ccc(-n2c(C)nnc2SCC(=O)N(CC)CC)cc1	2%	-2%	0%	-8%[57.1 µM]	-8%
18	Cn1c(=O)c2[nH]c(SCc3cccnc3)nc2n(C)c1=S	3%	6%	6%	-6%[2.29 µM]	-6%
19	C/C(=N\NC(=O)CN(c1ccccc1)S(C)(=O)=O)c1ccccc1O	-8%	0%	-3%	-11%	-18%
20	CCCc1cc(=O)[nH]c2nnc(SCC)n12	-3%	-5%	2%	4%[57.1 µM]	0%
21	O=S(=O)(Cc1cc(Cl)nc(-c2cccnc2)n1)c1ccccc1	8%	-1%	-5%	5%	-7%
22	N#Cc1cc(C(=O)c2ccccc2O)cn(-c2ccc(Cl)cc2)c1=O	6%	36%[activator]	i	0%[57.1 µM]	-17%
23	C#CCOc1ccc(C2CC(=O)Nc3c2c(C)nn3-c2nc(C)cc(C)n2)cc1 (stereo unspecified)	-6%	-8%	u	29%	-27%
24	COc1ccccc1C(=O)Nc1nnc(S(=O)(=O)N2CCN(c3ccc(F)cc3)CC2)s1	-2%&-7%	20%&-4%	3%&-7%	31%&6%	-7%&-31%

no.	ALOX12 inh	RGS4 inh	GLS inhibitor	HP1b chromo inh
13	x	-2%	-7%	10%
14	u	-24%	-6%	32%
15	3%	30%	5%	11%
16	1%	4%	-9%	28%
17	-22%	10%	4%	32%
18	-5%	-11%	7%	10%[57 µM]
19	-1%	28%	-2%	34%
20	7%	-12%	8%	49%[activator]
21	x	-1%	1%	61%[activator]
22	-1%	10%	0%	27%
23	-10%	-14%	u	17%
24	5%&-2%	-8%&7%	-1%&0%	44%&-4%[activator]

# More compounds:
no.	mol	ERG Ets-DNA blk	Pin1 inhibitor	PGK inhibitor	rTrxR1 inhibitor	JMJD2A Tudor
25	CC(C)c1ccc(S(=O)(=O)N2CCC(C(=O)NCC3(N(C)C)CCCCC3)CC2)cc1	3%	-6%	i	-10%	-23%
26	COc1cc(/C=N/NC(=O)c2cc(-c3ccccc3OC(C)C)nc3ccccc23)ccc1O	0%	0%	0%	-14%	-17%
27	COc1ccc(C(=O)N[C@H](C(=O)NCc2ccc(C)cc2)C(C)C)cc1	1%	-1%	-3%	3%	-10%
28	COc1ccccc1CCC(=O)Oc1ccc(C#N)cc1OC	-11%	0%	4%	6%	42%[activator]
29	CCOc1ccc(N(CC(=O)NCCSCc2ccccc2Cl)S(C)(=O)=O)cc1	3%	-4%	-4%	21%	-17%
30	CC(=O)N1CCc2cc(CNS(=O)(=O)c3ccc(Br)s3)ccc21	-3%	-1%	1%	14%[57.1 µM]	4%
31	Oc1ccc(Br)cc1C1C=C(c2ccc3c(c2)OCO3)NC(c2cccc(F)c2)N1 (stereo unspecified)	x	18%	x	-16%	u
32	COc1c(Cl)ccc(Cl)c1C(=O)OCC(=O)O	-6%	1%	x	-1%	9%
33	Cc1nc(Cl)cc(N/N=C/c2ccccc2)n1	-3%	-5%	-9%	16%	-16%
34	O=C(COC(=O)C1CCC(=O)N1)Nc1cc(Cl)ccc1Cl (stereo unspecified)	-4%	-1%	1%	9%	-2%
35	O=C(CCN1C(=O)c2ccccc2S1(=O)=O)Nc1ccc(C(=O)O)cc1	8%	-13%	3%	24%[57.1 µM]	4%
36	O=C(Nc1ccccc1N1CCOCC1)c1ccc2ccccc2c1	4%	8%	-5%	19%	11%

no.	ALOX12 inh	RGS4 inh	GLS inhibitor	HP1b chromo inh
25	2%	12%	11%	27%
26	2%	-12%	2%	7%
27	18%	0%	-12%	16%
28	x	36%	11%	117%[activator]
29	0%	-16%	2%	16%
30	0%	-10%	3%	25%[57 µM]
31	x	-19%	x	6%
32	-22%	13%	-1%	35%
33	0%	-5%	5%	17%
34	10%	-12%	8%	25%
35	15%&4%	8%	0%	40%[activator]
36	-1%	6%	-1%	58%[activator]

# The listing continues:
no.	mol	ERG Ets-DNA blk	Pin1 inhibitor	PGK inhibitor	rTrxR1 inhibitor	JMJD2A Tudor
37	O=C1C=C(O)C(n2cncn2)C(c2cc(F)ccc2F)C1 (stereo unspecified)	1%	-10%	i	12%[57.1 µM]	-2%
38	Cc1cccc(NC(=O)CN(C)C(=O)/C=C/c2ccccc2)c1C	-1%	7%	-2%	-14%	-5%
39	Cc1cccc(NCc2ccccc2)c1	-11%	11%	8%	6%	-4%[11.4 µM]
40	O=C(NC(=S)Nc1ccccc1C(=O)O)c1ccc(-c2ccc(Br)cc2)o1	9%	u	-14%	45µM*	u
41	CCOc1ccccc1N1CCN(S(=O)(=O)c2ccc(F)c(F)c2)CC1	0%	0%	-4%	16%[57.1 µM]	9%
42	O=C(Nc1ccc(NC(=O)C2CC2)nc1)c1cccc(F)c1	10%	3%	i	-13%	-19%
43	COc1ccc(OCc2nnc(SCC(=O)NC3CC3)n2C)cc1	2%	0%	-4%	-12%	1%
44	CCC(=O)N1CCc2cc(Br)cc(S(=O)(=O)NCc3ccco3)c21	3%	2%	-10%	u	-15%

no.	ALOX12 inh	RGS4 inh	GLS inhibitor	HP1b chromo inh
37	-8%	-11%	4%	37%
38	12%	7%	-8%	15%
39	-3%	-5%[11.4 µM]	9%	23%
40	10µM*	u	2%	u
41	401%[activator]	10%	3%	29%
42	0%[57.4 µM]	0%	-10%	14%
43	0%	22%	3%	9%
44	x	14%	-2%	17%

# Some of the compounds tested, so the mix of outcomes need not match the whole.
